hiPSC survival = enhancers of human iPSC single-cell survival. survival enhancement, % at 20 µM. hit rate 0.044% among 360,000. hiPSC single-cell survival, ATPlite luminescence; 100% = ROCK inhibitor wells, 0% = DMSO. AID 602274; in the data active = survival enhancement above about 18%;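 note: cells exposed to compounds for 16 hours before the ATP read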
PDI inh = blocks human protein disulfide isomerase activity; AID 588391; inhibition, % at 10 µM; hit rate 0.052% among 350,000; P07237; PDI insulin aggregation turbidity, A650, 90 min;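 active = mean inhibition across replicates of 30% or more, whatever share of single replicates reach that level; inconclusive = mean inhibition below 30% while every single replicate reaches 30%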;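 note: absorbance from insulin aggregation driven by PDI reduction with DTT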
Target sequence (P07237 whole entry, looked up): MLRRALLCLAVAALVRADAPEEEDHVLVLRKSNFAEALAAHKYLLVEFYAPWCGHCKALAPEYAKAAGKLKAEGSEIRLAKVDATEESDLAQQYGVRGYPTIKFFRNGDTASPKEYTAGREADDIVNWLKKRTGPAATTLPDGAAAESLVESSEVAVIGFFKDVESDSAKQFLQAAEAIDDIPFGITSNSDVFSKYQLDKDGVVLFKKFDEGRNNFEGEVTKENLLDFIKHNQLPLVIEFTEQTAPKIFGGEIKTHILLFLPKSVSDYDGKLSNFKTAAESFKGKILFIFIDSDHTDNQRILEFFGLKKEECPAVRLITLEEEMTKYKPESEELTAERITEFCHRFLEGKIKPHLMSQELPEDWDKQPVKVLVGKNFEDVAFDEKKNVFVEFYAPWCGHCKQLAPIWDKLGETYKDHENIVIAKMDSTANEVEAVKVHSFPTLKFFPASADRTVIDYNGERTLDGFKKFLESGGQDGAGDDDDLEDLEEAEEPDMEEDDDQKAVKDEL
N-glyco inh = N-linked glycosylation inhibition | D54 ERlucT glycosylation luciferase reporter, 24 h; percent of 100 nM tunicamycin response | reporter increase, % at 12.5 µM | hit rate 0.23% among 360,000 | AID 588692;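 active = mean luciferase reporter signal, scaled so untreated is 0 and the glycosylation-blocking control 100, at or above a set limit in every replicate; inconclusive = mean reaches the limit but not every replicate does; inactive = mean below the limit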;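 note: luciferase carries N-glycosylation sites so blocking glycosylation raises the light; 0% = median of neutral control wells and 100% = median of 100 nM tunicamycin wells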
HTR2A ag = mouse HTR2A agonism via beta-arrestin recruitment. activation, % at 7.6 µM. hit rate 0.66% among 360,000. P35363. CHO-K1 mHTR2A beta-arrestin complementation, luminescence; percent of 30 µM serotonin response;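 active = activation above a run cutoff, the mean activation of all tested compounds plus 3 SD, cut at about 14% in these data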;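 note: 0% = plate median of compound wells and 100% = 30 µM serotonin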
Target sequence (P35363 whole entry, looked up): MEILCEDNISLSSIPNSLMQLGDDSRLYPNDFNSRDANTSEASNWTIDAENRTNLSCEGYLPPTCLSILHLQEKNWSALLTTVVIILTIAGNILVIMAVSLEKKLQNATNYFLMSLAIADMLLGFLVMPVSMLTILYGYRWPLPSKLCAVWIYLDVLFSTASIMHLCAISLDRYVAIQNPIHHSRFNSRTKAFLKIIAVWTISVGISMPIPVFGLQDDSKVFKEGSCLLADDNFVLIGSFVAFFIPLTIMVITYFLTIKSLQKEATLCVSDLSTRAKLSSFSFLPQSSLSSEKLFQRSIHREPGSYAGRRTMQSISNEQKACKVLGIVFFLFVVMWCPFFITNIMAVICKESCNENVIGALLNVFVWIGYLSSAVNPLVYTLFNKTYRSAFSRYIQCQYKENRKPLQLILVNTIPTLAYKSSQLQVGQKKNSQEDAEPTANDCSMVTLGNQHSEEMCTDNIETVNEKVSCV
aDG glyco act = increases alpha dystroglycan glycosylation; Pro5-aDG cells, alpha-DG glycosylation AlphaScreen (IIH6); 0% Pro5, 100% B10-LARGE cell signal; activation, % at 10 µM; hit rate 0.22% among 360,000; AID 624168;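 active = activation of at least 8% versus controls, or a plate z-score of at least 8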;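 note: Pro5 are CHO cells carrying HIG-tagged alpha-DG that lacks glycosylation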
Vif imaging = blocks HIV Vif function. AID 602346. inhibition, % at 7.49 µM. hit rate 0.35% among 340,000. HEK293T cells, Vif self-association by quenched fluorescence, imaging, 24 h; in the data active = inhibition above about 50%, passing the limit was not always enough; inconclusive = no clear call, values can overlap the other calls; inactive = below about 31%; note: some results filed as inactive read as strong as hits
Granule exo inh = blocks lytic granule exocytosis | TALL-104 LAMP-1 surface exposure, flow cytometry; cells stimulated with thapsigargin and PMA | inhibition, % at 10 µM | hit rate 0.66% among 360,000 | AID 651702;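 active = inhibition above about 55%, limit read from the data; inconclusive = no clear call, values can overlap the other calls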
ABCB6 inh MLPCN = inhibitors of human ABC transporter ABCB6; Q9NP58; K562-ABCB6 porphyrin accumulation, flow cytometry, 1 h; hits give low values; fluorescence ratio to DMSO, % at 10 µM; hit rate 0.19% among 360,000; AID 602162;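 active = fluorescence ratio to DMSO below 75%, the collection mean minus 3 SD; inconclusive = too few cells collected in the well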;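 note: signal is porphyrin accumulated inside mitochondria; 100% equals median channel fluorescence of DMSO control wells; lower ratio means ABCB6 inhibition with less porphyrin fluorescence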
CaV13 ICDI inh = Primary screen for inhibitors of IQ motif and Ca2+-dependent inactivation inhibitor domain binding in CACNA1D, Förster resonance energy transfer in living cells, … | HEK cells, CFP/YFP FRET ICDI-IQ, plate reader, 10 min; percent FRET-ratio fall versus neutral wells | inhibition, % at 12.3 µM | hit rate 0.098% among 340,000;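 active = mean replicate inhibition of at least 30% and at least 1% of replicates passing that level; inconclusive = only one of the two criteria is met; inactive = neither criterion is met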;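 note: 0% = median of the neutral control wells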
Cardio protect = myocardial damage modulation in H9c2 cells; H9c2 cardiomyocytes, H2O2 injury protection, ATPLite, 2 h; protection from H2O2 cell death, % at 20 µM; hit rate 0.63% among 360,000;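 active = compounds giving at least 50% protection of heart cells from peroxide-induced death in the single-dose screen, raw or plate-pattern-corrected value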;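 note: 0% = DMSO wells with peroxide and 100% = DMSO wells without peroxide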
* = called active by the depositor; ? = inconclusive; . = not tested or not shown.

SMILES	hiPSC survival	PDI inh	N-glyco inh	HTR2A ag	aDG glyco act	Vif imaging	Granule exo inh	ABCB6 inh MLPCN	CaV13 ICDI inh	Cardio protect
CC(C)(C)NC(=O)c1cccc(NC(=O)c2ccc3c(c2)C(=O)N(C(C)(C)C)C3=O)c1	-0.2	-7	0	3	0.1	-31	4	92	-7	12
O=[N+]([O-])c1ccc(N(CCO)Cc2ccccc2)c([N+](=O)[O-])c1	0.8	9	1	-4	-0.2	4	1	96	-19	-9
COc1cccc(NC(=O)C2(C)CCN2C(=O)CCC2CCCC2)c1 (stereo not given)	5.5	4	1	1	0.3	1	3	99	-5	-14
Cc1cccc(C)c1NC(=O)CN1CCN(C(=O)CCC(=O)N2CCC(c3ccccc3)=N2)CC1	-2.0	1	2	4	0.1	-1	-6	98	-6	6
O=C(CCc1ccc(S(=O)(=O)N2CCOCC2)cc1)OCC(=O)c1ccccc1	0.6	-11	-1	-3	-0.1	-1	-4	101	-7	-1
COc1ccccc1OCC(=O)N1CCN(C(=O)COc2ccccc2OC)CC1	0.1	11	-1	-5	-0.1	11	2	101	-5	6
CN1CCN(c2ccc([N+](=O)[O-])cc2NC(=O)c2ccccc2)CC1	2.2	-5	-1	-2	-0.7	4	2	109	-5	2
CCOc1ccc(NC(=O)c2ccc(NC(=S)NC3CC3)cc2)cc1	1.6	-12	2	1	0.0	0	-2	93	-6	-1
CCC(C)CCN1C(N(C)C)=NC[C@@H]1Cc1ccccc1 (stereo not given in full)	0.5	0	0	-6	0.2	.	7	98	-10	-12
Cc1nn(-c2ccc(N3CCOCC3)nn2)c(C)c1CCC(=O)N1CCN(C)CC1	2.2	4	2	5	-0.2	4	0	96	-2	4
Cc1cc(=O)[nH]c(N/N=C/c2ccc(C)o2)n1	2.3	1	5	-2	-0.4	0	-1	100	-5	2
CCn1cc(C(=O)NN)c(=O)c2cc(F)c(N3CCN(C)CC3)cc21	0.2	2	-1	-9	0.1	0	9	104	-18	0
CCOc1ccc(C(=O)NCCN2CCOCC2)cc1	1.0	4	2	-1	-0.1	-1	-1	98	13	9
CCOc1ccc2nc(NCCNS(=O)(=O)c3ccccc3)c(C#N)cc2c1	2.9	-4	3	-6	0.7	?	2	112	9	22
Cc1cc(C)c(C)c(S(=O)(=O)N2CCN(CC(=O)Nc3sccc3C#N)CC2)c1C	-0.2	5	-2	-3	0.2	-4	1	98	-5	13
O=Cc1cccc(OC(=O)/C=C/c2ccco2)c1	-0.3	-1	1	0	0.1	-5	-23	103	-1	0
CCc1nnc(SCc2ccc(CSc3nnc(CC)n3N)cc2)n1N	-3.3	-19	1	1	-0.1	.	-1	101	-4	3
CS(=O)(=O)N(CC(=O)Nc1cccnc1)c1ccc2c(c1)OCCO2	-1.2	-3	0	2	-0.1	1	-3	100	-9	9
CC1(C)CC(=O)C(N=Nc2ccc(OC(F)F)cc2)=C(O)C1	2.9	1	6	-4	0.0	2	5	88	-4	0
COc1ccc(-c2cc3ccc(OCc4nn[nH]n4)cc3oc2=O)cc1OC	4.1	10	0	-1	-0.1	5	-2	94	-5	-2
CCN(c1ccc(OC)cc1)S(=O)(=O)c1nnc(NC(=O)c2ccco2)s1	-0.4	10	1	5	-0.1	-6	0	102	-3	13
CCOc1ccc(S(=O)(=O)N2CCN(C3CC(=O)N(c4cccc(C(C)=O)c4)C3=O)CC2)cc1 (stereo not given)	-1.1	5	3	4	-0.1	6	2	96	-6	-7
O=C(NNC(=O)c1ncc(Cl)c(Cl)c1Cl)c1ccc(F)cc1	0.0	-3	4	1	-0.1	-8	4	97	.	78*
CCOC(=O)N1CCN(C(=O)Nc2ccccc2)CC1	-0.6	-3	2	-6	-0.3	0	3	91	8	4
CCN(CC)S(=O)(=O)c1cccc(NC(=O)COC(=O)C2COc3ccccc3O2)c1 (stereo not given)	1.2	14	-1	1	-0.2	8	-6	98	-4	6
NS(=O)(=O)c1ccc(CCNC(=O)c2ccc(NS(=O)(=O)c3ccc4[nH]c(=O)[nH]c4c3)cc2)cc1	0.0	-12	-1	-2	0.0	16	-9	88	-7	-2
Cc1cccc(NCc2nc3ccccc3n2C)c1	0.1	-9	0	-3	0.0	4	-5	99	.	-5
CC1CC(C)CN(S(=O)(=O)c2ccc(NC(=O)CCN3C(=O)C4CC=CCC4C3=O)cc2)C1 (stereo not given)	-0.5	-3	-2	-5	0.1	15	-4	91	-5	-4
CC(C)C[C@H](NC(=O)c1[nH]cnc1C(=O)N[C@@H](C)C(=O)OC(C)(C)C)C(=O)OC(C)(C)C	0.4	9	-13	-3	0.4	-12	-5	98	-8	3
CC(Oc1ccc(F)cc1)C(=O)Nc1cccc(S(=O)(=O)N(C)c2ccccc2)c1 (stereo not given)	1.0	0	-3	-3	1.0	.	2	100	-7	-4
CCN(CC)c1ccc(NC(=O)OC)cc1	-3.5	-3	0	-1	-0.2	6	0	118	-4	-10
CN1CCN(NC(=O)Nc2ccc(Br)cc2)CC1	0.1	-1	1	-2	0.0	6	-2	96	-6	0
Cc1nc(-c2ccccc2)sc1C(=O)/C=C/c1ccc(Cl)cc1	-1.4	-4	2	-3	-0.1	9	-2	93	1	-27
CC1(C)OC(=O)C=C[C@]2(C)[C@H]3CC[C@@]4(C)[C@H](C(=O)O)OC(=O)[C@H]5O[C@]54[C@]3(C)C(=O)C[C@@H]12	1.9	-3	0	3	-0.2	0	-8	99	-6	8
COc1ccc(S(=O)(=O)N2CCOCC2)cc1NC(=O)CCCOc1ccccc1	-3.3	-2	0	-7	-0.1	15	1	100	-5	8
COc1ccc(Br)c(C(=O)Nc2nc3ccccc3[nH]2)c1	0.7	-2	-1	4	0.1	9	-7	100	-5	-5
COC(=O)c1[nH]c2ccc(C)cc2c1NC(=O)CN1CCCc2ccccc21	4.4	9	-4	-3	-0.2	4	-4	104	-4	26
O=C(COC(=O)/C=C/C(=O)OCC(=O)Nc1ccccc1F)Nc1ccccc1F	-0.8	-3	1	0	-0.1	79*	27	96	-3	-21
CCOC(=O)Cn1c(=O)oc2cc(S(=O)(=O)N3CCC(N4CCCCC4)CC3)ccc21	-1.6	-15	-3	-1	-0.2	6	0	100	-5	-8
O=C1c2cccnc2C(O)N1Cc1ccccc1 (stereo not given)	-0.7	12	1	1	-0.1	.	0	104	-7	0
COc1ccc(N2CCN(C(=S)Nc3cccc(C)c3)CC2)cc1	1.1	1	-2	0	-0.2	5	3	98	-9	1
CCOC(=O)c1ccc(NC(=O)c2nc[nH]c2C(=O)N(C)CCO)cc1	-0.4	-3	3	0	0.1	.	-1	98	-8	-1
Cc1cc(S(=O)(=O)Nc2c(C)ccc3nsnc23)ccc1F	3.2	1	0	1	-0.2	-1	-6	98	-7	4
O=C(c1ccco1)N1N=C(c2ccccc2)CC1c1ccc2nccnc2c1 (stereo not given)	0.1	6	3	1	0.0	-2	-2	102	-10	14
C[C@@H](C(=O)NCc1c(F)cccc1Cl)N1C(=O)N2CCc3c([nH]c4ccccc34)[C@@]2(C)C1=O	0.0	.	-6	0	0.3	-6	-1	101	.	-10
COc1ccc(CN2C(=O)C(CC(=O)NC3CC3)CC(C(=O)N(C)C)=C2C)cc1 (stereo not given)	0.8	-5	2	-4	-0.3	1	0	101	-6	-1
Cc1nn(C)cc1/C=N/NC(=O)c1ccc2c(c1)OCO2	1.2	12	2	-3	0.2	3	-1	82	-5	0
O=S(=O)(Nc1ccc(S(=O)(=O)Nc2nccs2)cc1)c1ccc(Br)cc1	-0.3	6	3	-5	-0.1	-5	-3	100	-3	2
O=C(Nc1ccccc1)c1cc(N2CCOCC2)nc2ccccc12	1.8	-3	0	-6	-0.2	-5	-2	.	.	3
CCN(CC(=O)NCc1ccc(Cl)cc1)C(=O)c1ccc(S(=O)(=O)N(C)C)cc1	0.1	2	0	3	-0.5	-12	-1	96	-5	-2
COc1ccc(NC(=O)/C=C/c2ccc(OC)c(OC)c2)cn1	-0.8	0	1	4	0.0	-2	-1	93	-2	-1
CC(C)CCN1CCN(Cc2ccc(N3CCNC3=O)cc2)CC1CCO (stereo not given)	-0.2	-5	-3	-3	0.0	-6	-2	100	0	7
CCOc1ccc(C(C(=O)NCC2CCCO2)N(C(=O)c2snc(C(N)=O)c2N)c2cccc(F)c2)cc1 (stereo not given)	0.1	-9	-3	-1	-0.1	7	12	95	-7	35
O=C(NCC(=O)N(c1ccccc1)C(C(=O)NC1CCCC1)c1cccnc1)c1ccco1 (stereo not given)	-2.2	-3	1	6	-0.1	3	12	90	-6	2
O=C(Cc1ccccc1)NCC(=O)OCc1ccccc1F	0.5	8	0	-6	-0.2	-7	2	91	.	-5
C#CCOCCOCCOCCNc1nc(N2CCN(C(=O)C([C@@H](C)O)n3cc([C@@H](N)CCCCN)nn3)CC2)nc(N2CCN(C(=O)[C@H](CCCN=C(N)N)n3cc(C(N)[C@@H](C)CC)nn3)CC2)n1 (stereo not given in full)	5.9	-12	-2	-3	-0.4	-1	5	88	.	3
Cn1c(SCc2ccc3c(c2)OCO3)nnc1-c1ccccc1	0.8	9	5	0	0.0	25	1	98	-3	16
CCOC(=O)c1ccc(NC(=O)C2CCN(S(=O)(=O)CC)CC2)cc1	-1.5	11	0	0	0.0	0	-1	90	-6	-6
COC(=O)c1cn(NC(=O)c2cccc(F)c2)c(=O)c2ccccc12	-0.9	23	2	-3	0.7	0	-3	97	.	4
Cc1ccc(NC(=S)N2CCN(S(C)(=O)=O)CC2)cc1C	-0.2	-2	-1	1	0.0	-4	-4	95	-4	2

The list goes on, starting with the last 2 of the part before.
SMILES	hiPSC survival	PDI inh	N-glyco inh	HTR2A ag	aDG glyco act	Vif imaging	Granule exo inh	ABCB6 inh MLPCN	CaV13 ICDI inh	Cardio protect
COC(=O)c1cn(NC(=O)c2cccc(F)c2)c(=O)c2ccccc12	-0.9	23	2	-3	0.7	0	-3	97	.	4
Cc1ccc(NC(=S)N2CCN(S(C)(=O)=O)CC2)cc1C	-0.2	-2	-1	1	0.0	-4	-4	95	-4	2
COc1cc2ccccc2cc1C(=O)OCc1nc2ccsc2c(=O)[nH]1	-0.7	-12	-1	-1	0.0	-8	-3	92	-2	10
Nn1c(SCC(=O)NCC2CCCO2)nnc1-c1ccc(OC(F)F)cc1 (stereo not given)	-0.3	2	2	0	1.4	-3	-4	95	-6	-5
CCn1cnc2c(Nc3cccc(Cl)c3)nc(C#N)nc21	-1.3	-3	-1	1	1.3	1	-11	88	-6	0
O=C(NC1CCCCC1)c1cc(S(=O)(=O)N2CCCC2)ccc1Cl	-0.3	-1	0	12	0.2	9	-7	95	-7	-7
Nc1nonc1-n1nnc(C(=O)N/N=C/c2ccc(Br)cc2)c1CN1CCOCC1	0.1	-8	1	-6	-0.2	3	0	101	-7	-3
CCOc1ccc2nc(NS(=O)(=O)c3ccc(NC(C)=O)cc3)sc2c1	-1.5	1	0	0	-0.1	4	0	101	-4	6
Cc1cc(C)c2c(n1)sc1c(N3CCCCC3)ncnc12	-0.4	-2	-4	2	-0.2	2	-3	103	-5	0
O=C(CN1C(=O)c2ccccc2C1=O)OCC(=O)N1CCCCC1	-1.8	9	1	2	0.0	12	0	97	-11	1
